# Bioassay records (PubChem BioAssay)
# NCI-60 one-dose screen, 48 h, at 10 µM unless noted. Numbers give growth in % (100 = growth as untreated, 0 = no growth, -100 = all killed).
# A549/ATCC: A549/ATCC NSCLC; actives 3.7% (n = 81,000)
# HOP-92: HOP-92 NSCLC cells; actives 6.3% (n = 71,000); AID 1794738
# LOX IMVI: LOX IMVI melanoma. actives 7.4% (n = 79,000)
# HOP-62: HOP-62 NSCLC | actives 3.9% (n = 80,000)
# EKVX: EKVX NSCLC; actives 3% (n = 71,000)
# M14: M14 melanoma; actives 6.2% (n = 80,000)
# CCRF-CEM: CCRF-CEM leukemia; actives 7% (n = 77,000)
# SK-MEL-5: SK-MEL-5 melanoma; actives 6.4% (n = 80,000); AID 1794755
# Numbers without * were called inactive; . = no result given; [ ] = another dose, or the depositor's remark. The calls were made as follows: active = growth percent below 10; inactive = the rest.
SMILES,A549/ATCC,HOP-92,LOX IMVI,HOP-62,EKVX,M14,CCRF-CEM,SK-MEL-5
Brc1ccc2[nH]cc(-c3nonc3-c3c[nH]c4ccc(Br)cc34)c2c1,71.3,91.5,73.7,75.3,76.6,80.2,75.7,95.1
CC1(C)C(=O)/C(=C\c2ccccc2)C[C@]2(C)[C@H]3CC[C@@H]4[C@@H](C(=O)/C=C/c5ccccc5)CC[C@@]4(C)[C@]3(C)CC[C@@H]12,84.3,75.9,.,103.9,102.5,88.5,103.4,83.5
CC1CN1C(=O)Nc1ccc(Cc2ccc(NC(=O)N3CC3C)cc2)cc1 (stereo not drawn),97.9,98.2,100.0,.,102.6,106.1,94.5,94.3
CN(C)CCCCNc1ccc(NCCCCN(C)C)c2c1C(=O)c1c(O)ccc(O)c1C2=O,-82.9*,40.6,-79.0*,69.4,-76.2*,-63.3*,-28.5*,89.4
COc1cc2oc(-c3cccc(NC(=O)[C@H](C)NC(=O)[C@H](C)NC(=O)OC(C)(C)C)c3)cc(=O)c2c(OC)c1OC,98.7,71.1,92.5,108.1,90.5,109.2,91.3,92.6
COc1ccc(NNS(=O)(=O)O)cc1,95.3,80.3,99.7,85.1,103.5,92.5,99.2,101.6
COC(=O)C1=C(C)NC(C)=C(C(=O)OC)C1c1ccccc1[N+](=O)[O-],92.7,58.5,86.7,98.8,81.4,96.8,38.9,98.8
O=C1CC(c2nc3ccccc3[nH]2)CN1Cc1ccccc1 (stereo not drawn),99.5,87.4,92.8,102.7,.,100.5,92.5,97.1
COc1cccc(C)c1[N+](=O)[O-],109.7,77.0,97.4,100.8,103.7,98.7,89.4,109.1
O=C1Nc2ccc(Cl)cc2C1=O,96.3,88.1,87.8,78.1,83.4,94.4,100.6,.
O=C(CN1C(=O)NC2NC(=O)NC21)N/N=C/c1ccc(Br)cc1 (stereo not drawn),100.7,112.2,96.3,98.7,98.4,104.4,106.2,100.2
CCC(=O)c1cc2ccccc2c2ccccc12,.,.,96.8,91.6,110.2,105.2,94.8,100.7
COc1ccc(Cl)cc1/C=C/C(=O)/C=C(O)/C=C/c1cc(Cl)ccc1OC,91.7,80.6,82.6,97.7,91.1,76.6,81.9,92.9
COc1ccc2c3c(cnc2c1)C(=O)CCC3,.,.,97.2,92.0,141.6,103.6,95.3,110.7
Nc1nc(C(=O)N/N=C/c2ccc(N3CCCCC3)cc2)nn1-c1ccc(S(N)(=O)=O)cc1,96.6,97.7,95.9,98.9,96.1,102.1,105.7,102.6
C=CC(=O)Nc1cccc(-c2nc(SC)nc(NCCCN(CC)CC)c2C#N)c1,99.7,72.1,91.2,94.6,87.1,101.4,91.9,97.4
CCC(C)Nc1ccccc1 (stereo not drawn),96.6,78.1,92.9,88.4,93.0,95.7,86.6,98.6
CSc1ccc(Nc2ncnc(N)n2)cc1,68.0,78.1,99.4,81.5,96.7,96.3,90.5,103.5
Clc1cccc(Nc2ncnc3onc(-c4ccccc4)c23)c1,78.5,74.2,100.1,100.6,62.1,112.7,101.7,92.8
Cc1ccc(S(=O)(=O)Oc2ccc3sc4c(CO)ccc(NCCN(C)C)c4c(=O)c3c2)cc1,-70.9*[100 µM],-80.1*[100 µM],.,-68.3*[100 µM],-66.7*[100 µM],-96.5*[100 µM],-27.9*[100 µM],-94.3*[100 µM]
NS(=O)(=O)c1cc(Br)c2c(c1)S(=O)(=O)NCN2,100.6,93.0,112.6,113.3,120.0,109.3,99.7,111.2
OC(c1ccccc1)(c1ccccc1)c1nccn1-c1ccccc1,108.7,.,97.4,102.0,90.1,108.7,44.6,103.2
COc1ccc2c(c1)CCC1(C)CC(=O)C=C21 (stereo not drawn),96.5,78.4,107.1,.,.,103.9,100.9,103.7
CCCCC1COc2cccc3c2N1C=C/C3=C\C(=O)N(C)c1ccc(Cl)cc1 (stereo not drawn),97.8,101.4,96.3,101.6,95.2,104.0,91.6,97.8
CSc1nc2ccccc2[nH]1,96.1,.,98.6,100.4,129.3,93.7,98.7,112.8
COc1ccc(C2SCC(=O)N2CCCN2CCOCC2)cc1OC (stereo not drawn),105.4,112.8,100.7,101.2,100.6,.,110.0,107.8
O=S(=O)(NCCNc1cc(-c2c(-c3cccc(O)c3)nc3sccn23)ccn1)c1ccc(O)cc1,97.4,86.3,96.0,101.9,86.8,102.2,80.5,80.7
O=C(c1ccc(O)c(O)c1)[C@@H](Cl)[C@]1(O)C(=O)Nc2ccccc21,106.4,68.2,90.7,96.0,96.6,92.1,98.5,96.9
Cc1c(C(=O)NO)sc2ncnc(Nc3ccccc3)c12,98.4,99.8,96.0,103.6,92.8,100.5,98.8,99.0
O=C1C(=O)c2c(nc3ccc(Br)cn23)-c2ccccc21,-63.5*,-75.3*,-76.6*,-96.5*,-71.4*,-92.9*,-32.5*,-97.6*
CNC(=O)c1c(NC(=O)c2cccc(C(F)(F)F)c2F)sc2c1CCC(=O)C2,14.7,-21.5*,16.0,22.4,13.1,.,13.6,-83.7*
C=C(C)C(CCC(C)C)(C(=O)OCC)C(=O)OCC,96.0,90.6,103.0,89.2,123.3,99.5,97.3,109.4
CN(C)c1ccc(CC(N)C(=O)O)cc1 (stereo not drawn),87.4,88.3,95.2,96.7,92.9,98.5,82.2,98.5
COc1ccc2c(c1)/C(=C\c1c[nH]c3ccc(Br)cc13)C(=O)N2,78.6,.,75.2,105.7,31.6,101.9,73.2,106.0
NC(N)=Nc1ccc(C(=O)Oc2ccc([N+](=O)[O-])cc2CN2CCCCC2)cc1,91.3,94.4,104.7,99.2,.,103.2,95.2,101.8
O=S(=O)(CCN1CCOCC1)Nc1cc(-c2ccc3ncnc(Nc4ccc(F)c(Cl)c4)c3c2)cnc1Cl,10.3,-20.8*,4.2*,-0.6*,7.7*,14.5,14.5,-5.7*
Nc1cccc2c(S(=O)(=O)O)cccc12,99.1,101.4,91.9,88.7,96.3,.,61.2,97.5
Cc1ccc(-n2cc(-c3ccccc3)c(C3=NCCN3)c2N)cc1,98.2,85.0,96.0,92.5,73.3,91.9,99.1,.
O=c1[nH]c2ccccc2c2ccc(Cl)cc12,94.4,74.4,85.6,89.2,63.2,98.6,101.5,87.7
O=C(NN1C(=O)/C(=C/C=C/c2ccc([N+](=O)[O-])o2)SC1=S)c1ccc(O)cc1,-81.5*,-81.0*,-84.8*,-99.5*,-98.1*,-81.9*,-24.0*,-100.0*
CSC(=O)/C(CCC=C(C)C)=C1\[C@@H](OC(C)=O)C[C@@]2(C)[C@H]1CC(=O)[C@H]1[C@@]3(C)CCC(=O)[C@@H](C)[C@@H]3CC[C@@]12C,102.6,93.6,96.3,103.8,102.2,100.2,107.6,95.0
CCCCCCCCCCCCCCCCOc1ccc(C(=O)NN)cc1N,101.4,87.1,89.0,83.8,.,88.5,60.7,94.5
O=C(Nc1ncccc1OCc1cn(Cc2ccc(Cl)cc2)nn1)c1ccccc1,103.3,91.4,96.4,109.1,84.0,93.2,111.0,95.3
O=C1CCC(C(=O)NNc2ccc(C(F)(F)F)cc2)N1 (stereo not drawn),97.1,89.9,89.2,95.5,91.6,99.8,100.3,103.1
CN1Cc2c(cc(CN3CCCCC3)n2C)C(c2ccc(Br)cc2)C1 (stereo not drawn),93.8,53.9,68.2,91.1,77.2,14.1,88.2,61.2
CCOC(=O)c1cc(-c2nc3ccccc3s2)c(=O)n(NS(=O)(=O)c2ccc(Cl)cc2)c1N,108.9,99.8,94.5,91.4,94.6,103.3,93.0,95.4
CCOC(=O)c1sc(NC(=O)/C=C/c2ccccc2)nc1N1CCOCC1,108.7,.,107.0,95.3,.,105.0,.,104.3
N#Cc1c(N2CCNCC2)nc2n(c1=O)-c1ccccc1Sc1ccccc1-2,90.3,66.6,79.2,.,109.1,85.4,73.5,76.7

# Laid out differently: nine of the compounds above
Molecule	A549/ATCC	HOP-92	LOX IMVI	HOP-62	EKVX	M14	CCRF-CEM	SK-MEL-5
O=C(NN1C(=O)/C(=C/C=C/c2ccc([N+](=O)[O-])o2)SC1=S)c1ccc(O)cc1	-81.5*	-81.0*	-84.8*	-99.5*	-98.1*	-81.9*	-24.0*	-100.0*
CSC(=O)/C(CCC=C(C)C)=C1\[C@@H](OC(C)=O)C[C@@]2(C)[C@H]1CC(=O)[C@H]1[C@@]3(C)CCC(=O)[C@@H](C)[C@@H]3CC[C@@]12C	102.6	93.6	96.3	103.8	102.2	100.2	107.6	95.0
CCCCCCCCCCCCCCCCOc1ccc(C(=O)NN)cc1N	101.4	87.1	89.0	83.8	.	88.5	60.7	94.5
O=C(Nc1ncccc1OCc1cn(Cc2ccc(Cl)cc2)nn1)c1ccccc1	103.3	91.4	96.4	109.1	84.0	93.2	111.0	95.3
O=C1CCC(C(=O)NNc2ccc(C(F)(F)F)cc2)N1 (stereo not drawn)	97.1	89.9	89.2	95.5	91.6	99.8	100.3	103.1
CN1Cc2c(cc(CN3CCCCC3)n2C)C(c2ccc(Br)cc2)C1 (stereo not drawn)	93.8	53.9	68.2	91.1	77.2	14.1	88.2	61.2
CCOC(=O)c1cc(-c2nc3ccccc3s2)c(=O)n(NS(=O)(=O)c2ccc(Cl)cc2)c1N	108.9	99.8	94.5	91.4	94.6	103.3	93.0	95.4
CCOC(=O)c1sc(NC(=O)/C=C/c2ccccc2)nc1N1CCOCC1	108.7	.	107.0	95.3	.	105.0	.	104.3
N#Cc1c(N2CCNCC2)nc2n(c1=O)-c1ccccc1Sc1ccccc1-2	90.3	66.6	79.2	.	109.1	85.4	73.5	76.7

# Following part
SMILES,A549/ATCC,HOP-92,LOX IMVI,HOP-62,EKVX,M14,CCRF-CEM,SK-MEL-5
CCCCNS(=O)(=O)C(C(=O)OCC)c1ccc2c(c1)N(C)C(=O)C(CCOc1ccncc1)O2 (stereo not drawn),96.2,113.5,101.5,102.8,104.6,102.4,109.5,100.9
Cc1cc2ncn(C(=O)Nc3ccccc3)c2cc1C,.,76.7,101.3,93.5,.,100.3,.,101.1
CCOP1(=O)OC(C)CN(C)c2oc(-c3ccc(C)cc3)nc21 (stereo not drawn),102.4,121.3,.,107.9,105.5,110.9,105.4,102.4
CCOC(=O)c1[nH]c2cc(Cl)ccc2c1C(C(=O)NC1CCCCC1)N1CCN(CC)C(=O)c2ccccc2C1=O (stereo not drawn),90.3,68.5,90.6,.,86.1,93.3,95.2,94.5
CC(C)Cc1cc(-c2cc(CC(C)C)on2)no1,103.0,96.6,.,108.3,109.7,104.0,101.9,103.3
O=C1S/C(=C\c2ccccc2Cl)C(=O)N1Cc1cc2ccccc2nc1Cl,102.0,106.5,103.2,99.1,99.9,102.9,99.4,100.1
O=C(Nc1ccc([N+](=O)[O-])cc1)N1CCCCC1,97.2,109.5,98.0,93.7,.,96.6,93.7,102.5
O=C(c1ccc(O)cc1)C1[C@H](c2ccc(Br)cc2)[C@@H](c2ccccc2)NC12C(=O)Nc1ccc(Br)cc12 (stereo partly drawn),13.4,-21.3*,-100.0*,-36.2*,6.1*,14.8,19.7,-76.7*
Nc1ccc2oc(=O)c3ccccc3c2c1,85.8,87.8,92.6,87.4,75.0,104.3,93.2,92.0
CC(=O)OC1c2ccccc2C2c3ccccc3C1C2Cl (stereo not drawn),115.0,.,.,122.8,119.8,110.8,99.6,106.3
NC(=O)CSc1nc(-c2ccc(F)cc2)cc(-c2ccco2)n1,104.1,101.5,96.4,108.4,95.8,98.0,106.5,103.0
CC(=O)c1cnn(-c2cc(=O)[nH]c3ccccc23)c1C,100.4,79.6,90.8,86.4,93.5,105.8,91.8,101.6
NC(CSCc1ccccc1)C(=O)Nc1ccc([N+](=O)[O-])cc1 (stereo not drawn),96.7,96.1,79.7,96.9,.,104.0,91.8,100.9
CC1(c2ccncc2)Nc2cc(Cl)ccc2-c2ccnn21 (stereo not drawn),98.8,54.6,93.0,61.2,.,88.2,84.4,98.9
Cc1ccc(C)n1-c1ccsc1C(=O)NNC(=O)CCl,96.6,97.4,16.4,101.5,81.2,77.8,61.0,85.8
Cc1ccc2c(c1)Nc1nc3nonc3nc1N2,93.9,93.5,101.5,102.6,.,.,99.5,99.2
CC(C)c1ccc2c(c1)CCC1C2CCCC1(C)NCc1ccccc1 (stereo not drawn),83.7,.,52.1,91.0,80.3,-84.9*,48.3,27.5
O=C1c2cccc3c(N4CCCCC4)ccc(c23)C(=O)N1c1nc2ccccc2s1,96.3,75.4,88.9,94.0,86.2,82.6,80.2,94.8
CCCCC(O)Cn1ncc(C(=O)N/N=C\c2ccc(OC(F)F)c(OC3CCCC3)c2)c1N (stereo not drawn),93.3,74.5,73.9,89.3,.,81.1,38.4,44.9
CC(=O)OS(=O)(=O)c1ccc(C)cc1,.,90.5,98.6,98.9,.,102.1,.,105.3
CCC(C(=O)OC)C(=O)c1ccccc1 (stereo not drawn),105.7,106.1,100.6,96.4,98.4,.,101.2,98.1
Cc1cc(C)n(-c2nc(-c3no[n+]([O-])c3C)cs2)n1,96.9,90.2,99.7,101.0,62.8,112.7,97.1,.
O=C1Nc2ccc(Br)cc2/C1=N/c1n[nH]c(=S)s1,98.0,94.8,90.3,89.0,100.0,99.8,103.6,97.6
CC1(C)CC[C@]2(C(=O)O)CC[C@]3(C)C(=CC[C@@H]4[C@@]5(C)C/C(=C/c6ccco6)C(=O)C(C)(C)[C@@H]5CC[C@]43C)[C@@H]2C1,-4.5*[100 µM],-82.1*[100 µM],-95.1*[100 µM],-85.3*[100 µM],-19.6*[100 µM],-31.5*[100 µM],4.2*[100 µM],-75.8*[100 µM]
COc1ccc(/C=C(\NC(=O)c2ccccc2)C(=O)NN(C)c2ccnc3cc(Cl)ccc23)cc1OC,81.8,89.6,91.5,79.9,93.5,91.8,93.6,92.9
Cc1cccnc1NS(=O)(=O)c1ccccc1,99.8,.,101.1,106.2,106.2,107.6,100.0,104.4
